Bioassay records as filed in PubChem BioAssay.
DT40 TDP1 no CPT – qHTS for Inhibitors of human tyrosyl-DNA phosphodiesterase 1 (TDP1): qHTS in cells in absence of CPT | DT40 Tdp1-/- hTDP1 cells, no CPT, ATP luminescence, 48 h | 420,000 tested, 15% active | Potency, µM (doses to about 46.2 µM), for inactives: at the top dose activity change, negative = growth inhibition, most hits filed as inhibitors; further: nearly all actives have a fitted effect of over 55% in size
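Seeded 400 DT40-hTDP1 cells/well (vehicle DMSO, no 20 nM CPT); pinned compounds; ≥48 hr at 37 °C; CellTiter-Glo luminescence as viability measure.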
KAT2A inh – qHTS Assay for Inhibitors of GCN5L2; AID 504327, 2011; GCN5L2 HAT assay, ThioGlo1 CoA-SH fluorescence; Potency, µM (doses to about 58.9 µM), without a hit: at the top dose activity change, negative = inhibition, most hits filed as inhibitors; 390,000 tested, 0.21% active
Target sequence (Q92830 whole entry, looked up): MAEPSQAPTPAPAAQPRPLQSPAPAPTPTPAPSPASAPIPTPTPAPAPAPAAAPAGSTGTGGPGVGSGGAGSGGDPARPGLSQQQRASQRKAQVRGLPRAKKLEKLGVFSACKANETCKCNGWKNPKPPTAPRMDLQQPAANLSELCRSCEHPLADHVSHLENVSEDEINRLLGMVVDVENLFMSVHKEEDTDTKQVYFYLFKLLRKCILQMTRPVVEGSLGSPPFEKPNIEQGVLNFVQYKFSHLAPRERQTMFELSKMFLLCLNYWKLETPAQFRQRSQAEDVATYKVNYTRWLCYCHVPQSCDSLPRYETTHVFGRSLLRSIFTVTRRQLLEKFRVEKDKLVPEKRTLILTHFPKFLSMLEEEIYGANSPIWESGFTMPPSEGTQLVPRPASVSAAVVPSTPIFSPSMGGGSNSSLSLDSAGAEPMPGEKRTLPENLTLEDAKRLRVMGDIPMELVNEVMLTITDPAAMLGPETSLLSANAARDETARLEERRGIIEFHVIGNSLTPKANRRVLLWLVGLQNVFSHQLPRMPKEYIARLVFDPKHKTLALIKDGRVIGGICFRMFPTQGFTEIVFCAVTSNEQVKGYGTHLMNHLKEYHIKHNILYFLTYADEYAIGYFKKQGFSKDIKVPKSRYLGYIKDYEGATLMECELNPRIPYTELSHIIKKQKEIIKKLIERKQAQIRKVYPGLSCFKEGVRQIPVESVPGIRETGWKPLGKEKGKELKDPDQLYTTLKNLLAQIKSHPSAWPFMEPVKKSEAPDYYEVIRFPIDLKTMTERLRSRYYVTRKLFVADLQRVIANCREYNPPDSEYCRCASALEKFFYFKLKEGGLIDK
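qHTS, 1536-well. 20nM enzyme, pH 7.5 HEPES/EDTA/Tween-20 buffer; 15 min compound preinc., RT. Start: 75uM H3(1-25), 70uM AcCoA, 50uM ThioGlo1. Read Ex340/Em540 at t=0 (autofluorescence flag) and t=20 min.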
TDP1 cell CPT – qHTS for Inhibitors of human tyrosyl-DNA phosphodiesterase 1 (TDP1): qHTS in cells in presence of CPT; 420,000 tested, 12% active; Potency, µM (titrated, usually from 46.2 µM), for the others: at the highest dose activity change, negative = growth inhibition, most hits filed as inhibitors; chicken DT40 Tdp1-/-;hTDP1 cells + 20 nM CPT, ATP luminescence, 48 h; further: nearly all actives have a fitted effect of over 55% in size
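Chicken DT40 Tdp1-/- cells stably complemented with human TDP1 were seeded at 400 cells/well in medium containing 20 nM camptothecin, exposed to pin-transferred compounds, and grown at 37 °C for at least 48 hr. Viability was read as ATP luminescence.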
Starred values were filed as active, the others as inactive; & = joins results of further samples; [ ] = remark or other dose. The call rests on the fitted dose curve; in most records, active means well fitted curve in the direction sought with a large enough effect; inconclusive means small, poorly fitted or top-dose-only effect, or another doubt; inactive means no such curve, though single readings can be large; an effect the other way counts as inactive or inconclusive. On the % scale 0 is the no-effect control and ±100 the full control effect; potency means the concentration at half of the fitted maximal effect.

Results for CN(C)c1ccc(Cc2cc3c(O)ccc(O)c3cc(Cc3ccc(N(C)C)cc3)c2=O)cc1 ?
DT40 TDP1 no CPT: 4.1µM*; TDP1 cell CPT: 3.7µM*

What do the screens show for `CN(C)CC(=O)c1c[nH]c2ccccc12`?
DT40 TDP1 no CPT: inconclusive; KAT2A inh: -7%; TDP1 cell CPT: inconclusive

What do the screens show for `O=C(N/N=C/c1cc(Cl)cc([N+](=O)[O-])c1O)NC12CC3CC(CC(C3)C1)C2`?
DT40 TDP1 no CPT: inconclusive; KAT2A inh: inconclusive; TDP1 cell CPT: inconclusive

Results for O=c1cc(CN2CCN(Cc3ccccc3)CC2)c2ccc(O)cc2o1 ?
DT40 TDP1 no CPT: inconclusive; KAT2A inh: -14%; TDP1 cell CPT: 1%

What do the screens show for `COC(=O)c1nn(-c2ccc(OC)cc2)c(=O)cc1NN`?
DT40 TDP1 no CPT: 4%; KAT2A inh: -11%; TDP1 cell CPT: 1%

How did CCc1ccc2c(F)cccc2n1 do in these assays?
DT40 TDP1 no CPT: -7%; TDP1 cell CPT: -6%

How did O=C1COC(c2ccccc2O)=NN1CCCl do in these assays?
DT40 TDP1 no CPT: inconclusive; TDP1 cell CPT: -23%

What do the screens show for `Clc1cccc(N2CCN(c3ncnc4c3nc3n4CCCC3)CC2)c1`?
DT40 TDP1 no CPT: 21µM*; KAT2A inh: -3%; TDP1 cell CPT: 16µM*

Results for O=C(NC1=NCCS1)C1Cc2ccccc2CN1C(=O)c1ccccc1 (centres undefined) ?
DT40 TDP1 no CPT: inconclusive; KAT2A inh: 1%; TDP1 cell CPT: -30%

Results for CC(=O)c1ccc(-c2ccc3c4c(ccc3c2)OC(CNC(=O)[C@@H]2CCCN2C(C)=O)C4)s1 (some centres undefined) ?
DT40 TDP1 no CPT: inconclusive; TDP1 cell CPT: inconclusive

How did CCOc1ccc(NC(=O)CCNS(=O)(=O)c2ccc3c(c2)CCC(=O)N3)cc1 do in these assays?
DT40 TDP1 no CPT: -20%; KAT2A inh: 0%; TDP1 cell CPT: -12%

What do the screens show for `CN1CCC(N(C)C(=O)c2cc(=O)c3ccccc3o2)CC1`?
DT40 TDP1 no CPT: 8%; KAT2A inh: -2%; TDP1 cell CPT: 7%

How did Cc1cc(NS(=O)(=O)c2ccc(NC(=S)NC(=O)c3ccc(Br)cc3)cc2)no1 do in these assays?
DT40 TDP1 no CPT: -15%; KAT2A inh: 1%; TDP1 cell CPT: -15%

How did Cc1ccc(N=Nc2c(N)nn(-c3ccccc3)c2N)cc1 do in these assays?
DT40 TDP1 no CPT: 4.6µM*; KAT2A inh: -8%; TDP1 cell CPT: 3.7µM*

How did CCC(=O)Nc1nc(-c2ccccc2)nc(SC)c1C(C)=O do in these assays?
DT40 TDP1 no CPT: -11%; KAT2A inh: -5%; TDP1 cell CPT: -15%

What do the screens show for `CCCc1nnc(NC(=O)c2cc3ccccc3oc2=O)s1`?
DT40 TDP1 no CPT: inconclusive; KAT2A inh: 0%; TDP1 cell CPT: -9%

How did Cc1ccc(CSc2nnc(NC(=O)C3COc4ccccc4O3)s2)cc1 (centres undefined) do in these assays?
DT40 TDP1 no CPT: 7%; KAT2A inh: inconclusive; TDP1 cell CPT: -3%

Results for Cc1ccc(S(=O)(=O)NC(=O)N(C)C2CCCCC2)cc1 ?
DT40 TDP1 no CPT: -20%; KAT2A inh: 2%; TDP1 cell CPT: 39%[activator]

Results for Cc1ccc(-n2nc(C)c3c(C)c(CCC(=O)NCc4ccccc4Cl)c(C)nc32)cc1C ?
DT40 TDP1 no CPT: inconclusive; KAT2A inh: 0%; TDP1 cell CPT: -4%

How did CCOc1ccc(NC(=O)Cn2c(=O)n(CCCCC(=O)NCCc3ccc(Cl)cc3)c(=O)c3ccccc32)cc1 do in these assays?
DT40 TDP1 no CPT: -25%; KAT2A inh: -4%; TDP1 cell CPT: inconclusive

How did Cc1cnc(Sc2ncccc2[N+](=O)[O-])nc1 do in these assays?
DT40 TDP1 no CPT: -16%; TDP1 cell CPT: -19%

Results for CC1CCc2c(nc3ncnn3c2N2CC(C)OC(C)C2)C1 (centres undefined) ?
DT40 TDP1 no CPT: inconclusive; KAT2A inh: 0%; TDP1 cell CPT: -25%

What do the screens show for `CC1(C)CC(=O)C(C=Nc2ccccc2)=C(O)C1`?
DT40 TDP1 no CPT: 5%; KAT2A inh: 3%; TDP1 cell CPT: 0%

What do the screens show for `Cn1c(CCNC(=O)c2ccco2)nc2cc(NC(=O)C3CCCCC3)ccc21`?
DT40 TDP1 no CPT: -19%; KAT2A inh: 2%; TDP1 cell CPT: -25%

What do the screens show for `CCCN(CCC)Cc1c(C(=O)N/N=C/C(C)=C\c2ccco2)nnn1-c1nonc1N`?
DT40 TDP1 no CPT: 16µM*; KAT2A inh: -17%; TDP1 cell CPT: 21µM*

Results for COc1ccccc1Nc1nc(-c2ccc(F)cc2)c2c(n1)-c1ccccc1OC2 ?
DT40 TDP1 no CPT: -19%; KAT2A inh: -8%; TDP1 cell CPT: -5%

How did C=CCn1c(=O)c2ccccc2n2c(SCC(=O)/C(C#N)=C(\C)N)nnc12 do in these assays?
DT40 TDP1 no CPT: -13%&-2%; KAT2A inh: 0%; TDP1 cell CPT: 0%&3%

What do the screens show for `COc1ccc(S(=O)(=O)N2CCCCC2)cc1NC(=O)CCNC(=O)c1ccc(Br)cc1`?
DT40 TDP1 no CPT: inconclusive; KAT2A inh: 0%; TDP1 cell CPT: inconclusive

Results for N=c1oc2ccccc2cc1C(=O)NCc1ccccc1 ?
DT40 TDP1 no CPT: inconclusive; KAT2A inh: -6%; TDP1 cell CPT: inconclusive

Results for COc1ccc2[nH]c(=O)c(CN(C)C(=O)c3cccs3)cc2c1 ?
DT40 TDP1 no CPT: inconclusive; KAT2A inh: -2%; TDP1 cell CPT: -20%

Three entries from above, sorted by molar mass, ascending:
Results for Cc1ccc(S(=O)(=O)NC(=O)N(C)C2CCCCC2)cc1 ?
DT40 TDP1 no CPT: -20%; KAT2A inh: 2%; TDP1 cell CPT: 39%[activator]

Results for COc1ccc2[nH]c(=O)c(CN(C)C(=O)c3cccs3)cc2c1 ?
DT40 TDP1 no CPT: inconclusive; KAT2A inh: -2%; TDP1 cell CPT: -20%

Results for Cc1ccc(-n2nc(C)c3c(C)c(CCC(=O)NCc4ccccc4Cl)c(C)nc32)cc1C ?
DT40 TDP1 no CPT: inconclusive; KAT2A inh: 0%; TDP1 cell CPT: -4%

The results go on.
Results for COc1ccc2c(c1)C(SCC(=O)NCCc1ccccc1)CC(C)(C)O2 (centres undefined) ?
DT40 TDP1 no CPT: inconclusive; KAT2A inh: -1%; TDP1 cell CPT: inconclusive

What do the screens show for `OCC1(Cc2ccccc2Cl)CCN(C/C=C/c2ccccc2)CC1`?
DT40 TDP1 no CPT: 18µM*; KAT2A inh: -11%; TDP1 cell CPT: inconclusive

What do the screens show for `Nc1ccc(Cl)cc1C(=O)OCC(=O)NC1CCS(=O)(=O)C1` (centres undefined)?
DT40 TDP1 no CPT: inconclusive; KAT2A inh: -11%; TDP1 cell CPT: 5%

Results for CCOc1ccccc1CNc1ccc(N2CCOCC2)c(C(=O)O)c1 ?
DT40 TDP1 no CPT: -6%; KAT2A inh: -3%; TDP1 cell CPT: -18%

Results for CC1Oc2ccccc2N(CC(=O)N2CCCC2)C1=O (centres undefined) ?
DT40 TDP1 no CPT: -1%; KAT2A inh: 4%; TDP1 cell CPT: -2%

How did CS(=O)(=O)c1ccc2nc(NC(=O)CS(=O)(=O)Cc3ccccc3)sc2c1 do in these assays?
DT40 TDP1 no CPT: inconclusive; KAT2A inh: -13%; TDP1 cell CPT: -22%

How did O=C(CC1(C(F)(F)F)OCCO1)Nc1ccc2c(c1)OCO2 do in these assays?
DT40 TDP1 no CPT: -15%; KAT2A inh: 0%; TDP1 cell CPT: -8%

How did COc1ccc2nc(SCC(=O)NC3CCCC3)c(C)cc2c1 do in these assays?
DT40 TDP1 no CPT: 16µM*; KAT2A inh: -5%; TDP1 cell CPT: 16µM*

Results for Cc1ccc2nc(N/N=C/c3ccccc3C#N)nc(-c3ccccc3)c2c1 ?
DT40 TDP1 no CPT: 23µM*; KAT2A inh: -11%; TDP1 cell CPT: inconclusive

How did Cc1ccc(OCC(=O)N2CCC(Cc3ccccc3)CC2)c([N+](=O)[O-])n1 do in these assays?
DT40 TDP1 no CPT: inconclusive; KAT2A inh: -5%; TDP1 cell CPT: inconclusive

Results for Cc1cccc(N2CCN(c3ccc4cc(S(=O)(=O)N5CCC(C)CC5)ccc4n3)CC2)c1C ?
DT40 TDP1 no CPT: -16%; KAT2A inh: 1%; TDP1 cell CPT: 1%

How did CCCc1nc2n[nH]c(N)c2c2c1CCC2 do in these assays?
DT40 TDP1 no CPT: -4%; KAT2A inh: -6%; TDP1 cell CPT: 0%

What do the screens show for `CCC(C)Sc1ccc(-c2nc3ccccn3c2NCc2ccccc2)cc1OC` (centres undefined)?
DT40 TDP1 no CPT: inconclusive; KAT2A inh: 22µM*; TDP1 cell CPT: inconclusive

What do the screens show for `Cc1c(Cl)cccc1S(=O)(=O)N1CCC(C(=O)NNC(=O)C2CC2)CC1`?
DT40 TDP1 no CPT: -7%; KAT2A inh: 7%; TDP1 cell CPT: 3%

Results for CC1(C)C(=O)Nc2ccccc2N1C(=O)CSc1ncccn1 ?
DT40 TDP1 no CPT: -3%; KAT2A inh: 0%; TDP1 cell CPT: -3%

Structures above that have a cyano group (two):
How did C=CCn1c(=O)c2ccccc2n2c(SCC(=O)/C(C#N)=C(\C)N)nnc12 do in these assays?
DT40 TDP1 no CPT: -13%&-2%; KAT2A inh: 0%; TDP1 cell CPT: 0%&3%

Results for Cc1ccc2nc(N/N=C/c3ccccc3C#N)nc(-c3ccccc3)c2c1 ?
DT40 TDP1 no CPT: 23µM*; KAT2A inh: -11%; TDP1 cell CPT: inconclusive

Among those listed so far, two contain a furan ring, fused or not:
What do the screens show for `Cn1c(CCNC(=O)c2ccco2)nc2cc(NC(=O)C3CCCCC3)ccc21`?
DT40 TDP1 no CPT: -19%; KAT2A inh: 2%; TDP1 cell CPT: -25%

What do the screens show for `CCCN(CCC)Cc1c(C(=O)N/N=C/C(C)=C\c2ccco2)nnn1-c1nonc1N`?
DT40 TDP1 no CPT: 16µM*; KAT2A inh: -17%; TDP1 cell CPT: 21µM*

Following part:
Results for CCCN1C(=O)c2ccccc2NC1c1ccc(Br)cc1 (centres undefined) ?
DT40 TDP1 no CPT: inconclusive; KAT2A inh: -7%; TDP1 cell CPT: -5%

Results for Cc1cccc(-n2c3nc(=O)[nH]c(=O)c-3cc3c(Cl)cccc32)c1C ?
DT40 TDP1 no CPT: 0.58µM*; KAT2A inh: -4%; TDP1 cell CPT: 0.82µM*

How did COCC(=O)Nc1c(C(=O)Nc2ccccc2OC)oc2ccccc12 do in these assays?
DT40 TDP1 no CPT: -25%; KAT2A inh: -4%; TDP1 cell CPT: -4%

Results for COc1ccc(CNc2nc(NCc3ccc(OC)cc3)n(S(C)(=O)=O)n2)cc1 ?
DT40 TDP1 no CPT: inconclusive; KAT2A inh: -10%; TDP1 cell CPT: -23%

How did Cc1[nH]n(C)c(=O)c1N=Nc1ccc(S(C)(=O)=O)cc1 do in these assays?
DT40 TDP1 no CPT: -15%; KAT2A inh: -10%; TDP1 cell CPT: 4%

Results for Cc1ccc(C)c(NC(=O)c2cnn(-c3ccc(F)cc3F)c2C2CCNCC2)c1 ?
DT40 TDP1 no CPT: 9.2µM*; KAT2A inh: 24%; TDP1 cell CPT: 21µM*

Results for CN(CCCCN1CCOCC1)Cc1nc(-c2ccc3c(c2)OCO3)no1 ?
DT40 TDP1 no CPT: -8%; KAT2A inh: -13%; TDP1 cell CPT: 15%

Results for COc1ccc(C(=O)N2CCc3cc(OC)c(OC)cc3C2COc2ccccc2OC)cc1 (centres undefined) ?
DT40 TDP1 no CPT: 29µM*; KAT2A inh: 1%; TDP1 cell CPT: 16µM*

What do the screens show for `CC1CCCCC1NC(=O)COC(=O)c1ccccn1` (centres undefined)?
DT40 TDP1 no CPT: -14%; KAT2A inh: -2%; TDP1 cell CPT: -13%

Results for O=C(Cn1cnc2c(nnn2Cc2ccccc2F)c1=O)N1CCN(c2ccccc2)CC1 ?
DT40 TDP1 no CPT: inconclusive; KAT2A inh: -20%; TDP1 cell CPT: inconclusive

How did COc1ccc(C(C(=O)NC(C)(C)C)N(C(=O)CNC(=O)c2cccs2)c2cccnc2)cc1OC (centres undefined) do in these assays?
DT40 TDP1 no CPT: -12%; KAT2A inh: -6%; TDP1 cell CPT: 2%
